# Compound activity (PubChem BioAssay)
# PhoP GFP inhibition: PhoP regulon inhibitors, Salmonella typhi PhoP promoter GFP reporter, confirmatory (AID 1850); Salmonella Typhi PhoP-promoter GFP reporter, fluorescence, 4 h; higher % means a stronger effect; inhibition, % at 50 µM; hits with a dose series show IC50 in µM; actives 0.33% (n = 310,000); in the data active means a potency from the dose series; inconclusive means inhibition mostly from about 25% at the one dose, without a potency; inactive means the rest, 99 in 100 with inhibition below about 19%;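 further: 0% = induced wells with vehicle and 100% = uninduced wells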
# M. tuberculosis HTS: M. tuberculosis growth inhibition, HTS (AID 449762); actives 0.59% (n = 330,000); M. tuberculosis H37Rv growth inhibition, 7H9 media; higher % means a stronger effect; inhibition, % at 25 µM; hits with a dose series show IC50 in µM; in the data active means a potency from the dose series; inconclusive means inhibition above about 70% without an active follow-up result;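 further: bacterial growth assessed after seven days of incubation; strong numbers were not always called active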
# H1N1 NS1A inhibition: H1N1 influenza NS1A inhibitors, functional cell based assay (AID 504329); actives 0.3% (n = 340,000); NS1A functional cell-based assay, percent inhibition; higher % means a stronger effect; inhibition, % at 12.5 µM, or IC50 in µM where a hit was titrated; in the data active means a potency from the dose series; inconclusive means inhibition above about 27% without an active follow-up result; further: strong numbers were not always called active
# VEEV TC-83 Vero: inhibitors of VEEV TC-83 cytopathic effect, confirmation, Vero cells (AID 588727); Vero cells, VEEV TC-83 cytopathic effect inhibition; higher % means a stronger effect; inhibition, % at 20 µM, or IC50 in µM where a hit was titrated; actives 0.13% (n = 350,000); in the data active means a potency from the dose series; inconclusive means inhibition mostly from about 14% at the one dose, without a potency; inactive means the rest, 99 in 100 with inhibition below about 12%; further: strong numbers were not always called active
# M. tuberculosis: growth inhibition of non-replicating M. tuberculosis (AID 488890); actives 0.39% (n = 320,000); one-dose inhibition, % at 25 µM; IC50 in µM for titrated hits; Mycobacterium tuberculosis non-replicating, growth inhibition; higher % means a stronger effect; in the data active means a potency from the dose series; inconclusive means inhibition mostly from about 82% at the one dose, without a potency; inactive means the rest, 99 in 100 with inhibition below about 76%;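 further: plate controls were DMSO cells for no effect and high antibiotic wells for full effect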
# VEEV TC-83 Vero 10K pilot screen: further read-out of VEEV TC-83 Vero, marked with its call; inhibition, %; measured here: 10K pilot screen inhibition
# An asterisk follows results filed as active; i = inactive; ? = inconclusive; · = not tested or not shown.
SMILES,PhoP GFP inhibition,M. tuberculosis HTS,H1N1 NS1A inhibition,VEEV TC-83 Vero,M. tuberculosis,others
COc1ccc(N(C(=O)c2cc3ccccc3oc2=O)C2C=CS(=O)(=O)C2)cc1 (configuration not stated),4%,-4%,-6%,1.0%,-7%,
Cc1cc(C)cc(-n2c(=O)c3sccc3n(CC(=O)NCc3ccco3)c2=O)c1,-2%,2%,19%,2.1%,-22%,VEEV TC-83 Vero 10K pilot screen=0.8
CC(C)(C)OC(=O)C[C@H]1C/C=C\C[C@H](CC(=O)N[C@H](CO)Cc2ccccc2)C(=O)N[C@@H](Cc2ccccc2)COC1=O,·,2%,-7%,9.7%,61%,
Cn1nnnc1Sc1ncnc2scc(-c3cc4ccccc4o3)c12,·,0.78µM*,-19%,8.5%,-11%,
CCCC(=O)OCC(=O)NCc1ccc(Cl)cc1,22%,-5%,-2%,i,9%,
CCOC(=O)c1c(-c2ccc(OC)cc2)csc1NC(=O)COc1ccc2c(C)cc(=O)oc2c1,2%,5%,-7%,1.4%,-18%,
CCC(C)NC(=O)c1cnn2c1NC(c1ccc3c(c1)OCO3)CC2C(F)(F)F (configuration not stated),-15%,-11%,-8%,1.9%,-3%,
O=C(Nc1ccc2oc(-c3ccccc3)nc2c1)c1ccc2c(c1)OCCO2,-17%,-4%,0%,1.1%,19%,
Cc1ccc2[nH]c(=O)c(CN(CC3CCCO3)C(=O)c3ccncc3)cc2c1 (configuration not stated),0%,5%,8%,0.6%,-12%,
COCCCNC(=S)NC(=O)c1ccc(C)cc1,-4%,6%,6%,i,25%,
OC(CNCC1COc2ccccc2O1)COCc1cccs1 (configuration not stated),7%,1%,3%,i,36%,
Cc1ccc(NC(=O)c2ccc(Cn3cc(Cl)cn3)o2)c(C)c1,5%,0%,-18%,i,25%,
N=c1c2ccccc2nnn1-c1ccccc1[N+](=O)[O-],·,·,-5%,6.7%,·,
O=[N+]([O-])c1ccc2cc[nH]c2c1,·,·,3%,i,·,
Cc1ccc(S(=O)(=O)N2CCCCC2)cc1NC(=O)COC(=O)Cc1ccc(Cl)cc1,-4%,-5%,-6%,i,13%,
CCOc1cc(C(N)=O)cc(Cl)c1OCc1ccccc1,-1%,2%,0%,1.8%,-6%,
Cc1ccc(/C=N/NC(=O)C2CCN(Cc3ccc(F)cc3Cl)CC2)o1,-5%,-8%,12%,1.7%,-9%,
COc1ccc2nc(C)c3c(c2c1)OC(C(C)(Cl)Br)C3 (configuration not stated),-3%,4%,8%,2.0%,42%,
COc1ccc(N2C(=O)CC(SCC(=O)O)C2=O)cc1 (configuration not stated),5%,-13%,1%,i,-14%,
COc1ccc(CNC(=O)C2CCN(C(=O)c3ccc(-c4ccccc4)cc3)CC2)cc1,-4%,10%,-2%,0.3%,25%,

# Overlap with the part before: five compounds; new compounds follow.
SMILES,PhoP GFP inhibition,M. tuberculosis HTS,H1N1 NS1A inhibition,VEEV TC-83 Vero,M. tuberculosis,others
CCOc1cc(C(N)=O)cc(Cl)c1OCc1ccccc1,-1%,2%,0%,1.8%,-6%,
Cc1ccc(/C=N/NC(=O)C2CCN(Cc3ccc(F)cc3Cl)CC2)o1,-5%,-8%,12%,1.7%,-9%,
COc1ccc2nc(C)c3c(c2c1)OC(C(C)(Cl)Br)C3 (configuration not stated),-3%,4%,8%,2.0%,42%,
COc1ccc(N2C(=O)CC(SCC(=O)O)C2=O)cc1 (configuration not stated),5%,-13%,1%,i,-14%,
COc1ccc(CNC(=O)C2CCN(C(=O)c3ccc(-c4ccccc4)cc3)CC2)cc1,-4%,10%,-2%,0.3%,25%,
COc1ccc(/C=C(\C#N)C(=O)OCC(=O)NCc2ccccc2Cl)cc1,-2%,6%,-8%,0.5%,46%,
COc1ccc(Cc2nc3ccc(C(=O)N4CCCC4)cc3o2)cc1OC,-5%,-2%,0%,0.3%,-10%,
CCNc1nc(NCC)nc(Nn2cnnc2)n1,-4%,2%,-10%,3.1%,2%,
COc1ccc(CN(Cc2cccnc2)C(=S)NCCc2ccccc2)cc1OC,8%,-22%,-10%,i,13%,
COc1ccc(C(C(=O)NC(C)(C)C)N(Cc2ccc(F)cc2)C(=O)CCC(=O)Nc2cc(C)on2)cc1 (configuration not stated),-4%,-7%,0%,0.2%,3%,
CCCNC(=S)N1CCN(CC)CC1,-4%,-9%,-5%,0.1%,-18%,
CCCC(C(=O)NCc1ccco1)N(CC1CCCO1)C(=O)CNS(=O)(=O)c1ccc(F)cc1 (configuration not stated),-5%,-1%,9%,i,0%,
Cc1ccc(N2C(=O)c3ccccc3C2Nc2cccnc2)nc1 (configuration not stated),2%,0%,-3%,1.9%,25%,
CN(C)c1ccc(/C=N/N=C/c2ccccc2O)cc1,-8%,6%,-12%,4.5%,26%,
O=C(CSc1nc(-c2ccccc2F)nc2nc[nH]c12)Nc1c(Cl)cc(Cl)cc1Cl,-6%,5%,·,·,-16%,
O=C(Cn1nnc(-c2ccc(F)cc2)n1)Nc1cccc(S(=O)(=O)N2CCCC2)c1,·,34%,-7%,7.0%,0%,
CC(C)=CCC/C(C)=C/C(=O)O,-10%,-7%,4%,i,-15%,
Cc1nnc(SCC(=O)N(C)C2CCS(=O)(=O)C2)n1Cc1ccccc1 (configuration not stated),-8%,-11%,10%,i,-7%,
CCOC(=O)c1[nH]c2ccc(OC)cc2c1NC(=O)c1nonc1C,-4%,-2%,9%,2.2%,-7%,
CN1CCN(NC(=O)c2ccc(Cl)cc2Cl)CC1,-3%,-7%,10%,0.3%,0%,
CN1CCN(C2CCN(Cc3ccc(O)c4ncccc34)CC2)CC1,·,-11%,5.8µM*,i,22%,VEEV TC-83 Vero 10K pilot screen=0.0
CNC(=O)c1ccsc1NC(=O)C1CCN(S(=O)(=O)c2cccs2)CC1,-9%,-5%,2%,7.1%,19%,
CC(CC(=O)NCC1CCCO1)c1ccccc1 (configuration not stated),-5%,-5%,-2%,3.3%,45%,
COc1ccc(NC(=O)Nc2ncn(Cc3cccc(C(F)(F)F)c3)n2)cc1OC,-3%,-8%,4%,1.7%,27%,
COc1ccc2ccccc2c1CNc1nnnn1C,7%,1%,-4%,1.1%,6%,
Cn1c(=O)[nH]c(=O)c2c1nc(NCCO)n2CCOc1ccccc1,6%,-1%,-5%,i,-4%,
N#CCC(=O)Nc1ccc(C(=O)OCC(=O)NC2CCCc3ccccc32)cc1 (configuration not stated),·,12%,1%,1.2%,13%,
O=C(NCCSc1ncc(-c2ccc(F)cc2)[nH]1)c1ccc2c(c1)OCO2,-1%,43%,2%,1.2%,41%,
O=C(NCCc1ccccc1)C(=O)NCC1OCCN1S(=O)(=O)c1cccs1 (configuration not stated),-7%,-6%,-7%,1.1%,9%,
C=CCSC1=N/C(=C\c2ccc(C)o2)C(=O)S1,1%,-4%,10%,3.3%,69%,
CN(C)C1(CNCC(O)c2ccccc2)CCCCC1 (configuration not stated),-6%,-4%,-8%,1.1%,-11%,
CCOc1ccc(N2CC(C(=O)NCc3ccc(F)cc3)CC2=O)cc1 (configuration not stated),-2%,-4%,1%,i,-4%,
COc1ccc(C(=O)c2cn[nH]c2-c2ccc(C)cc2O)cc1,-7%,-5%,-5%,6.9%,14%,
COc1cc(Sc2ccc(C)cc2)c(OC)cc1N,6%,-13%,23%,i,40%,
O=C1CN(C(=O)COC(=O)c2ccc([N+](=O)[O-])s2)c2ccccc2N1,·,44%,-25%,0.1%,?,
CN(C)/C=N/c1nc(-c2ccc3ccccc3c2)cs1,9%,42%,-1%,4.0%,55%,
CN1CCN(Cc2cc(COCc3ccccc3)c3cccnc3c2O)CC1,38µM*,-5%,4µM*,13%,68%,
O=C(CCN1C(=O)/C(=C/c2ccccc2F)SC1=S)NCCCN1CCOCC1,-25%,5%,-9%,1.4%,-3%,
COc1ccc(NC(=O)COC(=O)CCNC(=O)c2ccco2)cc1Cl,·,0%,-5%,0.2%,9%,
COc1ccccc1C1=NOC(Cn2c(NCCCO)nc3c2c(=O)n(C)c(=O)n3C)C1 (configuration not stated),-9%,6%,11%,3.3%,-4%,
CC(C)(C)n1nnnc1C(c1cccc(C#N)c1)N1CCCc2ccccc21 (configuration not stated),0%,5%,1%,i,31%,
Nc1nccc(SCc2ccc(Cl)cc2Cl)n1,·,·,-18%,7.2%,·,
Cc1cccc(NC(=O)c2ccc([N+](=O)[O-])s2)n1,-3%,?,10%,i,0.52µM*,
CN1C(CC(=O)Nc2ccc(Br)cc2)c2ccccc2CC1(C)C (configuration not stated),2%,-3%,6%,0.8%,60%,
O=C(COc1ccc2c(-c3ccccc3)cc(=O)oc2c1)NCc1ccccn1,6%,-18%,-8%,7.4%,·,

# Compounds shown so far that have a COOH group:
SMILES,PhoP GFP inhibition,M. tuberculosis HTS,H1N1 NS1A inhibition,VEEV TC-83 Vero,M. tuberculosis,others
COc1ccc(N2C(=O)CC(SCC(=O)O)C2=O)cc1 (configuration not stated),5%,-13%,1%,i,-14%,
CC(C)=CCC/C(C)=C/C(=O)O,-10%,-7%,4%,i,-15%,

# More structures follow:
SMILES,PhoP GFP inhibition,M. tuberculosis HTS,H1N1 NS1A inhibition,VEEV TC-83 Vero,M. tuberculosis,others
O=C1C2C3C=CC(C3)C2C(=O)N1c1ccc2ccccc2c1 (configuration not stated),-2%,25%,-5%,0.4%,29%,
CC(C)c1ccc(OCC(=O)NNC(=S)NC(=O)c2ccco2)c(Br)c1,-9%,?,-11%,>25µM*,?,
COc1cccc(S(=O)(=O)NCc2ccc(C(=O)NCc3ccccn3)cc2)c1,-5%,-2%,21%,0.6%,5%,
COC(=O)C1=C(c2ccc(OCc3ccccc3)cc2)C[C@@H]2CC[C@H]1N2C(=O)NCCN1CCOCC1,·,-3%,18%,i,10%,
Cc1c(-c2ccccc2)sc2nc[nH]c(=S)c12,4%,-6%,-3%,1.1%,?,
COc1ccc(-n2nnc3c(=O)n(CC(=O)Nc4cc(C)on4)cnc32)cc1,-1%,10%,-6%,1.5%,56%,
OC1CCCN(c2c3c(nc4cc(-c5cccc(Cl)c5)nn24)CCC3)C1 (configuration not stated),7%,7%,7%,6.2%,26%,
O=[N+]([O-])c1cccc(NC(=S)N2CCCC2)c1,-6%,-7%,-18%,0.9%,-3%,
COc1ccc(/C=C(\NC(=O)c2ccccc2)C(=O)N2CCC(C)CC2)cc1,·,·,-11%,2.5%,·,
O=C(NC(=S)NCc1nc2ccccc2[nH]1)c1ccccc1F,8%,-1%,-7%,1.1%,-11%,
Cc1ccc(N(C(C)C(=O)Nc2ccc3c(c2)OCO3)S(C)(=O)=O)cc1 (configuration not stated),0%,2%,2%,1.0%,-1%,
O=C(CCS(=O)(=O)c1ccc(Br)s1)N1CCc2ccccc21,1%,5%,-1%,2.8%,1%,
Cc1noc(C)c1C(=O)Nc1nc2ccccc2s1,·,·,-8%,9.6%,·,
CCOC(=O)c1ccc(CS(=O)c2ccc(Cl)cc2)o1 (configuration not stated),-1%,-10%,3%,2.1%,61%,
CCc1cc2cccc(C)c2nc1SCC(=O)NNC(=O)c1ccco1,3%,2%,0%,0.1%,·,
O=C(Nc1ccccc1N1CCOCC1)c1cccc(NS(=O)(=O)c2ccc(F)c(F)c2)c1,-7%,3%,-14%,7.8%,22%,
O=C(CCSc1ccc(F)cc1)NNC(=O)c1ccc([N+](=O)[O-])cc1,·,-3%,-7%,1.3%,31%,
CCN(CC)C(=O)C1CCCN(Cc2nc(-c3cnccn3)no2)C1 (configuration not stated),-12%,-7%,7%,0.4%,2%,
Cc1c(O)ccc(C(=O)CN2CCN(c3ccccc3F)CC2)c1O,8%,5%,-2%,3.6%,11%,
COc1ccc(/C=N\NC(=O)c2cc3c(ccc4ccccc43)o2)cc1O,-6%,-5%,-9%,8.8%,-2%,
CCOC(=O)C1(Nc2nccs2)Sc2ccccc2NC1=O (configuration not stated),0%,1%,-3%,6.3%,19%,
CCN(CC)Cc1ccccn1,3%,-15%,0%,i,-18%,
O=[N+]([O-])c1ccccc1S(=O)(=O)N1CCN(Cc2ccsc2)CC1,0%,-2%,·,0.3%,1%,
O=C(Nc1cc(Cl)cc(Cl)c1)c1cccnc1,-3%,2%,-8%,2.1%,77%,
COc1ccc(NC(=O)Nc2c[nH]c(=O)[nH]c2=O)cc1,-10%,-1%,-10%,i,-5%,
c1ccc([C@@H]2CO2)cc1,14%,7%,·,·,-6%,
